Bioassay records: PubChem BioAssay, The Scripps Research Institute Molecular Screening Center
PAFAH1B2 FP inh – inhibitors of human PAFAH1B2. P68402. recombinant PAFAH1B2, FP-rhodamine activity probe, fluorescence polarization. inhibition, % at 3.39 µM. actives 1.2% (n = 340,000);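 active means inhibition above the mean of all tested compounds plus 3 SD, cut at about 24% in these data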;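 further: 0% = enzyme with DMSO and 100% = wells lacking PAFAH1B2; many of its hits are not listed in these tables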
PAD4 FP inh – inhibitors of human PAD4; Q9UM07; recombinant PAD4, RCA probe fluorescence polarization; inhibition, % at 6.36 µM; actives 0.41% (n = 330,000); AID 485272;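 active means percent inhibition above a cutoff equal to the mean of all tested compounds plus 3 SD, cut at about 15% in these data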;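 further: 0% = PAD4 with RCA probe and DMSO and 100% = probe without PAD4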
pPAFAH inh – inhibitors of human plasma PAF acetylhydrolase (pPAFAH); Q13093; recombinant pPAFAH, FP-rhodamine probe fluorescence polarization; inhibition, % at 3.39 µM; actives 1.5% (n = 330,000); AID 463082;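 active means inhibition above the mean inhibition across the screen plus 3 SD, cut at about 25% in these data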;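 further: inhibitors block binding of the rhodamine activity-based probe so polarization drops; 0% = enzyme with DMSO and 100% = wells lacking pPAFAH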
LYPLA2 counter – blocks human lysophospholipase 2, a PME1 counter-screen. O95372. recombinant LYPLA2, FP-Rh probe fluorescence polarization. inhibition, % at 5.9 µM. actives 0.38% (n = 320,000). AID 2177;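 active means inhibition above the screen-wide mean plus 3 SD, limit set per campaign, cut at about 26% in these data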;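 further: 0% = LYPLA2 with DMSO and 100% = wells lacking LYPLA2 enzyme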
PAFAH2 FP inh – inhibitors of human PAFAH2; recombinant PAFAH2, FP-rhodamine activity probe, fluorescence polarization; Q99487; actives 0.99% (n = 340,000); inhibition, % at 3.39 µM;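 active means inhibition above the mean over all tested compounds plus 3 SD, cut at about 30% in these data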;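 further: inhibitors block probe labeling of enzyme so polarization drops; 0% = enzyme with DMSO and 100% = wells lacking PAFAH2 protein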
GSTO1 inh – blocks human GSTO1 in RBBP9 counter-screen; P78417; recombinant GSTO1, activity-based probe fluorescence polarization; inhibition, % at 5.96 µM; actives 1.1% (n = 300,000); AID 1974;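 active means inhibition above the campaign mean inhibition plus 3 SD, cut at about 35% in these data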;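 further: 0% = GSTO1-1 with DMSO and 100% = wells lacking GSTO1-1 enzyme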
LYPLA1 inh – blocks human lysophospholipase 1, a PME1 counter-screen. O75608. recombinant LYPLA1, FP-Rh probe fluorescence polarization. inhibition, % at 5.9 µM. actives 0.16% (n = 320,000). AID 2174;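 active means inhibition above the mean of all tested compounds plus 3 SD, set per campaign, cut at about 14% in these data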;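 further: inhibitors block serine hydrolase probe labeling of LYPLA1 so polarization falls; 0% = enzyme with DMSO and 100% = wells lacking LYPLA1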
PREPL inhibitor – inhibitors of human prolyl oligopeptidase-like enzyme PREPL | AID 2751 | Q4J6C6 | recombinant PREPL, fluorescence polarization activity-based probe | actives 0.68% (n = 320,000) | inhibition, % at 5.96 µM; in the data active means inhibition above about 43%;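 further: 0% = enzyme with DMSO and 100% = wells lacking enzyme; many of its hits are not listed in these tables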
Target sequence (Q4J6C6 whole entry, looked up): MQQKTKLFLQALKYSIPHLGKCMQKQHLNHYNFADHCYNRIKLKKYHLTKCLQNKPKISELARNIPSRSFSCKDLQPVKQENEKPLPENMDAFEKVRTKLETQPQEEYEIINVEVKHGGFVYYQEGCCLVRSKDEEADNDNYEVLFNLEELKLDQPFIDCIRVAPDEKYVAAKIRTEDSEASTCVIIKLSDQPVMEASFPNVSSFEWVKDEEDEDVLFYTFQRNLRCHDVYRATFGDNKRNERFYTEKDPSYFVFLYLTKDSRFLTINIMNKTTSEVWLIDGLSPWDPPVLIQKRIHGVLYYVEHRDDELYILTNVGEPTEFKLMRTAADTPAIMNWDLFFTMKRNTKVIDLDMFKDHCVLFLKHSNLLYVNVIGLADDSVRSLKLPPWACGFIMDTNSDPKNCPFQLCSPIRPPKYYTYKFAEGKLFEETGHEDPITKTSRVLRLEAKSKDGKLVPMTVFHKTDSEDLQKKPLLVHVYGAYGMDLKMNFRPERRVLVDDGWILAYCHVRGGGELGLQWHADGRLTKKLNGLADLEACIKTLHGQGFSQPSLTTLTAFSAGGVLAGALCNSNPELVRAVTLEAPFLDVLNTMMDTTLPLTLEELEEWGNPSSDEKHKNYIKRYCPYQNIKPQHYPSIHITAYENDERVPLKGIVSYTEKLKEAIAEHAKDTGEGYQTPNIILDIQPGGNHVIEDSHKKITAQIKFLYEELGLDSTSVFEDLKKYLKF
PAFAH1B3 inh – blocks human PAF acetylhydrolase 1B catalytic subunit 3 | Q15102 | recombinant PAFAH1B3, FP-rhodamine probe, fluorescence polarization | inhibition, % at 3.39 µM | actives 0.28% (n = 340,000);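 active means inhibition above the screen-wide average of all tested compounds plus 3 SD, cut at about 25% in these data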;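 further: 0% = enzyme with DMSO only and 100% = wells lacking PAFAH1B3 protein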
Target sequence (Q15102 whole entry, looked up): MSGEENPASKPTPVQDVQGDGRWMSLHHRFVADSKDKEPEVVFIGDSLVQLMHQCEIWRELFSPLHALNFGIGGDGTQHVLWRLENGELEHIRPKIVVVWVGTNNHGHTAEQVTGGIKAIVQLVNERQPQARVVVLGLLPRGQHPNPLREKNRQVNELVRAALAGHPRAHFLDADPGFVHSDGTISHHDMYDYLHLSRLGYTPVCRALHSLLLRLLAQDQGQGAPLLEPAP
An asterisk follows results filed as active; . = not tested or not shown. A portion of the library, so the mix of outcomes need not match the whole.

Sample of the layout, 2 compounds:
1: O=C(NCC(O)c1ccc2ccccc2c1)c1c(F)cccc1F (stereo unspecified)
2: CCCNCC(O)Cn1c2ccccc2n2c(=O)cc(C)c(C#N)c12 (stereo unspecified)
assay / compound,1,2
PAFAH1B2 FP inh,8,5
PAD4 FP inh,0,1
pPAFAH inh,1,-1
LYPLA2 counter,0,-10
PAFAH2 FP inh,4,0
GSTO1 inh,0,-8
LYPLA1 inh,2,-8
PREPL inhibitor,-1,-3
PAFAH1B3 inh,2,-1

Main list, from the first entry:
1: O=C(NCC(O)c1ccc2ccccc2c1)c1c(F)cccc1F (stereo unspecified)
2: CCCNCC(O)Cn1c2ccccc2n2c(=O)cc(C)c(C#N)c12 (stereo unspecified)
3: CCc1ccc(NC(=O)CSc2nc3ccccc3c(=O)n2CCCN2CCC(C)CC2)cc1
4: Cc1ccc(S(=O)(=O)N(C)C)cc1NC(=O)CN1C(=O)NC2(CCCc3ccccc32)C1=O (stereo unspecified)
5: Cc1oc(-c2ccccc2F)nc1CSCC(=O)NC1CCCC1
6: CCO[C@@H]1OC(C(=O)NCc2ccccc2)=C[C@H](c2ccc(C(F)(F)F)cc2)[C@H]1CCCO
7: COc1cc(C(=O)NC(CCSC)C(=O)OCC(=O)C(C)(C)C)cc(OC)c1OC (stereo unspecified)
8: O=C(Oc1cccnc1)c1ccco1
assay / compound,1,2,3,4,5,6,7,8
PAFAH1B2 FP inh,8,5,0,2,3,-1,0,0
PAD4 FP inh,0,1,0,-2,1,-3,-3,-2
pPAFAH inh,1,-1,-3,5,7,7,1,3
LYPLA2 counter,0,-10,-7,-3,1,-4,-1,3
PAFAH2 FP inh,4,0,-2,-9,4,-1,-1,3
GSTO1 inh,0,-8,-7,0,6,-5,5,8
LYPLA1 inh,2,-8,-4,-4,-1,-2,1,1
PREPL inhibitor,-1,-3,22,-4,4,2,-2,-2
PAFAH1B3 inh,2,-1,2,4,2,1,1,-2

9: COC(=O)c1cc(NS(=O)(=O)c2ccc(NC(C)=O)cc2)cc(C(=O)OC)c1
10: Cc1ccc(N2C(=O)C3C4CCC(O4)C3C2=O)c(OC(F)F)c1 (stereo unspecified)
11: CN1CCN(C(=O)Cn2c(=O)oc3cc(S(=O)(=O)NCc4ccccc4)ccc32)CC1
12: COc1ccc(C(=O)NC(C)c2csc(C)n2)cc1OC1CCN(C(C)=O)CC1 (stereo unspecified)
13: COc1ccccc1C(=O)NNC(=O)CCCN1C(=O)/C(=C/c2cccs2)SC1=S
14: Cc1c(C(=O)Nc2cccnc2Cl)oc2ccccc12
15: Cc1cc(C)n2nc(CC#N)c(C#N)c2n1
16: Cc1cc2ccccc2n1CCNC(=O)Cc1cccc2ccccc12
assay / compound,9,10,11,12,13,14,15,16
PAFAH1B2 FP inh,2,-5,1,3,-5,10,5,2
PAD4 FP inh,-2,2,-2,-4,-1,-5,-2,3
pPAFAH inh,-1,4,6,6,6,2,-15,-1
LYPLA2 counter,5,6,-2,1,2,8,-8,7
PAFAH2 FP inh,-19,1,8,13,-31,-5,1,1
GSTO1 inh,1,.,12,6,4,1,-1,-1
LYPLA1 inh,-1,4,1,0,-1,3,-1,-2
PREPL inhibitor,7,13,-1,2,6,5,18,9
PAFAH1B3 inh,10,10,7,-1,-10,1,4,-3

17: CN(CC(=O)Nc1cccc(F)c1)C(=O)c1cn(-c2ccccc2)nc1-c1ccc(F)cc1
18: O=c1c2[nH]c3ccc(F)cc3c2ncn1CCCN1CCOCC1
19: CN(C)c1ccc2c(c1)Sc1cc(N(C)C)ccc1N2C(=O)c1ccccc1
20: CC(=O)c1c(C)[nH]c(C(=O)OCn2nnc3ccccc3c2=O)c1C
21: CCOC(=O)c1ccc(OC(=O)CCCCCN=C(N)N)cc1
22: N#C/C(=C\c1ccc(N2CCCCC2)c([N+](=O)[O-])c1)c1nn(-c2ccccc2)c(N)c1C#N
23: Cc1cc2nc(Cl)c(Cl)nc2cc1C
24: CC(=O)Nc1ccc(NC(=O)CS(=O)(=O)c2cn(CC(=O)N3CCCCC3)c3ccccc23)cc1
assay / compound,17,18,19,20,21,22,23,24
PAFAH1B2 FP inh,-2,-4,21,5,4,2,4,6
PAD4 FP inh,1,-6,-1,-4,1,2,-5,-4
pPAFAH inh,-2,-6,10,-3,4,1,3,2
LYPLA2 counter,-22,-15,8,1,5,4,0,-4
PAFAH2 FP inh,-7,2,4,3,-6,2,-2,0
GSTO1 inh,.,-9,3,-16,5,2,4,-1
LYPLA1 inh,-18,1,1,0,9,-2,1,-2
PREPL inhibitor,-41,4,8,-7,1,5,-7,0
PAFAH1B3 inh,-2,1,-5,-1,3,0,-18,-2

25: COc1ccccc1N(C)S(=O)(=O)c1ccc(C(=O)O)cc1
26: COC(=O)COc1ccc(/C=C2/NC(=O)N(CC(=O)OC)C2=O)cc1
27: CN(C)C(CNC(=O)c1cccc(S(=O)(=O)Nc2ccccc2Cl)c1)c1ccco1 (stereo unspecified)
28: C/C=C(\C)CN1CCN(c2cc(C)ccc2C)CC1
29: CN(C)CCNC(NC(=O)c1cccs1)C(Cl)(Cl)Cl (stereo unspecified)
30: Cc1ccc(NC(=O)c2c(C(F)(F)F)nn(C)c2Cl)cc1C
31: NC(=O)c1ccccc1
32: C[C@H]1COC(=O)[C@H](Cc2ccc(F)cc2)CC/C=C/C[C@@H](CC(=O)N(CCO)Cc2ccccc2)C(=O)N1
assay / compound,25,26,27,28,29,30,31,32
PAFAH1B2 FP inh,1,0,4,-2,3,0,4,19
PAD4 FP inh,4,-1,-6,1,3,-4,1,-8
pPAFAH inh,-4,6,3,2,1,2,0,4
LYPLA2 counter,4,-4,2,1,2,2,-4,.
PAFAH2 FP inh,-2,5,7,9,-2,4,3,-2
GSTO1 inh,9,0,.,3,2,-9,4,.
LYPLA1 inh,-4,-3,-4,2,3,-1,-4,.
PREPL inhibitor,9,5,11,-2,-5,1,-2,39
PAFAH1B3 inh,-1,7,2,4,2,-2,-1,5

33: COc1cc(S(=O)(=O)NCc2ccccn2)ccc1Cl
34: COc1ccc(NC(=O)CN(Cc2ccccc2)S(C)(=O)=O)cc1OC
35: COc1cc(/C=N/N2CCN(c3ccccc3)CC2)ccc1OC(C)=O
36: Cc1cc(C)cc(OC(C)c2ccnc3nc(/N=C/N(C)C)nn23)c1 (stereo unspecified)
37: Brc1cccc(-c2nnc3sc(CN4CCCCC4)cn23)c1
38: CCN(CC)C(=O)CN(C#N)c1nc(NC(C)C)nc(NC(C)C)n1
39: CO[C@H]1O[C@H](CBr)[C@@H](OC(=O)c2ccccc2)[C@H](O)[C@H]1O
40: CCc1nc(CN2CCN(Cc3ccc(F)c(F)c3)C(CCO)C2)c(C)[nH]1 (stereo unspecified)
assay / compound,33,34,35,36,37,38,39,40
PAFAH1B2 FP inh,3,-2,0,9,0,10,2,5
PAD4 FP inh,0,-1,-1,-2,4,0,1,1
pPAFAH inh,7,0,5,-2,2,2,1,1
LYPLA2 counter,-4,5,-3,1,1,14,4,-4
PAFAH2 FP inh,-4,2,1,0,-4,5,2,-4
GSTO1 inh,5,7,8,4,-5,0,15,3
LYPLA1 inh,2,4,-3,-4,1,4,0,-6
PREPL inhibitor,0,7,-1,1,13,3,0,7
PAFAH1B3 inh,10,8,4,4,-4,6,9,-7

Sorted by molecular weight (low to high): some entries from above.
1: O=C(NCC(O)c1ccc2ccccc2c1)c1c(F)cccc1F (stereo unspecified)
36: Cc1cc(C)cc(OC(C)c2ccnc3nc(/N=C/N(C)C)nn23)c1 (stereo unspecified)
13: COc1ccccc1C(=O)NNC(=O)CCCN1C(=O)/C(=C/c2cccs2)SC1=S
assay / compound,1,36,13
PAFAH1B2 FP inh,8,9,-5
PAD4 FP inh,0,-2,-1
pPAFAH inh,1,-2,6
LYPLA2 counter,0,1,2
PAFAH2 FP inh,4,0,-31
GSTO1 inh,0,4,4
LYPLA1 inh,2,-4,-1
PREPL inhibitor,-1,1,6
PAFAH1B3 inh,2,4,-10

(cont.)
41: C/C(=N\NC(=O)c1cc2ccccc2cc1O)c1cc2ccccc2o1
42: COc1cccc(N(CC(=O)NC2CCCC2)C(=O)CCCC(=O)Nc2ccccn2)c1
43: CC1(C)OC(=O)C(=NNc2ccccc2)C(=O)O1
44: CCCOc1c(OC)cccc1C1CC(=O)Nc2cc(OC)c(OC)c(OC)c21 (stereo unspecified)
45: CCOC(=O)c1sc2nc(C(C)C)c3c(c2c1N)CCC3
46: COc1cc2cc(CN(C(=O)Nc3ccccc3)C3CCCC3)c(=O)[nH]c2cc1OC
47: CCN(C(=O)Cn1c(=O)oc2ccccc21)c1ccc(C)c(C)c1
48: NC(=O)CC(NC(=O)Cc1ccc(Br)cc1)c1ccc(NCCN2CCCCC2)c([N+](=O)[O-])c1 (stereo unspecified)
assay / compound,41,42,43,44,45,46,47,48
PAFAH1B2 FP inh,9,1,5,3,-2,0,0,4
PAD4 FP inh,-8,1,-2,-6,-1,3,-4,-2
pPAFAH inh,41*,-1,3,-10,8,5,4,5
LYPLA2 counter,-16,1,6,-4,1,1,1,-3
PAFAH2 FP inh,11,1,0,3,-11,0,2,0
GSTO1 inh,0,1,-4,2,2,5,-1,-4
LYPLA1 inh,-13,0,4,-4,-1,1,4,-1
PREPL inhibitor,28,2,4,13,20,15,2,-6
PAFAH1B3 inh,8,-1,1,9,-1,2,-4,14

49: COCCCNC(=O)c1ccc2nc3ccccc3c(=O)n2c1
50: CCOC(=O)CSc1nnc(Cc2ccccc2)n1-c1ccc(C)cc1
51: Cc1ccc(N(CC(=O)N/N=C/c2ccco2)S(=O)(=O)c2ccccc2)cc1
52: Cc1ccc(S(=O)(=O)NC(=O)Nc2cccc(C)n2)cc1
53: Cc1ccc(NC(=O)CC(C)CC(=O)NCc2ccccc2)cc1Cl (stereo unspecified)
assay / compound,49,50,51,52,53
PAFAH1B2 FP inh,9,7,1,.,0
PAD4 FP inh,-3,-1,3,1,-2
pPAFAH inh,-5,32*,7,9,6
LYPLA2 counter,-6,3,1,-3,6
PAFAH2 FP inh,5,8,8,.,2
GSTO1 inh,9,4,-3,-1,-1
LYPLA1 inh,-3,-2,-3,-2,0
PREPL inhibitor,10,9,-17,-2,-5
PAFAH1B3 inh,2,1,3,.,14
